inhibitors of VEEV = inhibitors of VEEV TC-83 cytopathic effect, confirmation, Vero cells (AID 588727); Vero cells, VEEV TC-83 cytopathic effect inhibition; higher % means a stronger effect; inhibition, % at 20 µM; hits with a dose series show IC50 in µM; 350,000 compounds, 0.13% hits; in the data active = a potency from the dose series; inconclusive = inhibition mostly from about 14% at the one dose, without a potency; inactive = the rest, 99 in 100 with inhibition below about 12%; note: strong numbers were not always called active
M. tuberculosis = growth inhibition of non-replicating M. tuberculosis (AID 488890) | Mycobacterium tuberculosis non-replicating, growth inhibition; higher % means a stronger effect | one-dose inhibition, % at 25 µM; IC50 in µM for titrated hits | 320,000 compounds, 0.39% hits; in the data active = a potency from the dose series; inconclusive = inhibition mostly from about 82% at the one dose, without a potency; inactive = the rest, 99 in 100 with inhibition below about 76%;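 note: plate controls were DMSO cells for no effect and high antibiotic wells for full effect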
influenza NS1A = H1N1 influenza NS1A inhibitors, functional cell based assay (AID 504329). NS1A functional cell-based assay, percent inhibition; higher % means a stronger effect. one-dose inhibition, % at 12.5 µM; IC50 in µM for titrated hits. 340,000 compounds, 0.3% hits; in the data active = a potency from the dose series; inconclusive = inhibition above about 27% without an active follow-up result; note: strong numbers were not always called active
Salmonella PhoP GFP = Inhibition of PhoP regulon, Salmonella typhi GFP reporter cells, confirmation, 4 h (AID 1850) | Salmonella Typhi PhoP-promoter GFP reporter, fluorescence, 4 h; higher % means a stronger effect | inhibition, % at 50 µM, or IC50 in µM where a hit was titrated | 310,000 compounds, 0.33% hits; in the data active = a potency from the dose series; inconclusive = inhibition mostly from about 25% at the one dose, without a potency; inactive = the rest, 99 in 100 with inhibition below about 19%;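 note: 0% = induced wells with vehicle and 100% = uninduced wells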
H37Rv inhibition = M. tuberculosis growth inhibition, HTS (AID 449762). 330,000 compounds, 0.59% hits. one-dose inhibition, % at 25 µM; IC50 in µM for titrated hits. M. tuberculosis H37Rv growth inhibition, 7H9 media; higher % means a stronger effect; in the data active = a potency from the dose series; inconclusive = inhibition above about 70% without an active follow-up result;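 note: bacterial growth assessed after seven days of incubation; strong numbers were not always called active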
inhibitors of VEEV 10K pilot screen = further read-out of inhibitors of VEEV, marked with its call; inhibition, %; measured here: 10K pilot screen inhibition
An asterisk follows results filed as active; i = inactive; ? = inconclusive; nt = no result given.

SMILES | inhibitors of VEEV | M. tuberculosis | influenza NS1A | Salmonella PhoP GFP | H37Rv inhibition | others
O=C(CSc1ccccn1)N1CCN(c2ccccc2)CC1 | i | 77% | 24% | -11% | -5%
COCCNCCCOc1ccc(C)cc1Br | 0.4% | -19% | -2% | -4% | -3% | inhibitors of VEEV 10K pilot screen=0.3
CCOc1ccc(C(=O)Cc2ccccc2)cc1 | 0.7% | nt | -8% | nt | nt
Cc1csc(SCC(=O)Nc2ccc(C)c(F)c2)n1 | 1.5% | ? | -7% | nt | 49%
Cc1ccc(S(=O)(=O)N2CCN(c3nc(CN4CCCC4)nc4sc(C)c(C)c34)CC2)cc1 | 1.2% | -13% | -8% | nt | 48%
COc1ccc(-c2cc(-c3nnc(COC(=O)C4CC4C)o3)c3ccccc3n2)cc1OC (stereo not drawn) | 9.1% | 30% | 17% | -26% | 40%
Cc1onc(-c2c(F)cccc2Cl)c1C(=O)NCc1ccccc1 | i | -3% | -4% | -2% | 2%
Cc1ccc(/C=N/NC(=O)c2ccccn2)o1 | 1.6% | 61% | 5% | -5% | ?
COC(=O)c1ccccc1NC(=O)C12CC3CC(C1)CC(n1cnc(Cl)n1)(C3)C2 | 7.2% | 10% | 1% | 8% | 6%
Cc1ccccc1N(C(=O)Cn1nnc2ccccc21)C(C(=O)NCc1ccco1)c1ccncc1 (stereo not drawn) | 0.5% | -4% | -9% | 5% | -1%
Cc1ccc(C)c(N=Cc2c(O)c3ccccc3oc2=O)c1 | 1.0% | -5% | -3% | 7% | 8%
CC(=O)c1cccc(S(=O)(=O)N(CCCO)Cc2cc3ccc(C)cc3[nH]c2=O)c1 | 2.3% | 19% | -1% | -2% | -12%
Cc1cc(NC(=O)COC(=O)COc2cccc3c2OC(C)(C)C3)no1 | 1.0% | -12% | 6% | -1% | -7%
CC(c1cccs1)N(Cc1ccco1)C(=S)Nc1ccc(F)c(Cl)c1 (stereo not drawn) | i | 14% | 9% | 5% | -6%
Cc1nc(N/N=C/c2ccccc2)nc(N(C)c2ccccc2)c1[N+](=O)[O-] | 3.7% | nt | 10% | 1% | -4%

Ordered by length of the SMILES (high to low): some entries from above.
SMILES | inhibitors of VEEV | M. tuberculosis | influenza NS1A | Salmonella PhoP GFP | H37Rv inhibition | others
Cc1ccc(S(=O)(=O)N2CCN(c3nc(CN4CCCC4)nc4sc(C)c(C)c34)CC2)cc1 | 1.2% | -13% | -8% | nt | 48%
COc1ccc(-c2cc(-c3nnc(COC(=O)C4CC4C)o3)c3ccccc3n2)cc1OC (stereo not drawn) | 9.1% | 30% | 17% | -26% | 40%
Cc1nc(N/N=C/c2ccccc2)nc(N(C)c2ccccc2)c1[N+](=O)[O-] | 3.7% | nt | 10% | 1% | -4%
Cc1cc(NC(=O)COC(=O)COc2cccc3c2OC(C)(C)C3)no1 | 1.0% | -12% | 6% | -1% | -7%
Cc1ccc(C)c(N=Cc2c(O)c3ccccc3oc2=O)c1 | 1.0% | -5% | -3% | 7% | 8%
Cc1ccc(/C=N/NC(=O)c2ccccn2)o1 | 1.6% | 61% | 5% | -5% | ?

Additional compounds.
SMILES | inhibitors of VEEV | M. tuberculosis | influenza NS1A | Salmonella PhoP GFP | H37Rv inhibition | others
COc1ccc(C/C(N)=N/OC(=O)c2ccco2)cc1OC | 1.7% | 2% | -1% | 2% | -4%
CC(C)(C)OC(=O)C[C@H]1C/C=C\C[C@H](CC(=O)NCCO)C(=O)NC[C@@H](c2ccccc2)OC1=O | 0.7% | nt | 2% | nt | 7%
COCc1ccc(CN2CCC(CO)(CC3CCCCO3)CC2)o1 (stereo not drawn) | 0.3% | -12% | 1% | 8% | -1%
CCOC(=O)c1c(C)oc2c1c(C=NCCO)c(O)c1ccccc12 | 11% | nt | 9% | nt | nt
O=C(c1ccccn1)C1CCCN(Cc2cn[nH]c2-c2cc3ccccc3o2)C1 (stereo not drawn) | 1.0% | 5% | 2% | -5% | 9%
O=C(CN1CC(c2ccccc2)CC1=O)Nc1ccccc1 (stereo not drawn) | 1.6% | 15% | 3% | -4% | 1%
O=C(NCC1CCCO1)c1ccccc1-c1nc(-c2ccc(Cl)cc2)no1 (stereo not drawn) | 11% | 17% | -5% | -7% | 3%
Cc1c2cnn(-c3ccccc3)c(=O)c2c(C)n1CCCC(=O)N1CCN(C2CCCCC2)CC1 | 1.0% | 11% | 6% | 7% | 4%
Clc1ccc(-c2nsc(N3CCOCC3)n2)c(Cl)c1 | 0.4% | -11% | -8% | 3% | -2%
Cc1cccc(/C=C2/S/C(=N/N=C3\CC4CCC3(C)C4(C)C)NC2=O)c1 (stereo not drawn) | i | ? | -8% | 14% | 7.9µM*
Cc1ccc(C(=O)O)cc1NC(=O)C1CCCN1S(=O)(=O)c1cccc2nsnc12 (stereo not drawn) | i | -7% | 27% | -1% | 3%
CSc1nc(Sc2ccc(Cl)cc2)c2ccccc2n1 | 3.6% | 9% | 1% | -2% | -5%
CCOC(=O)C1CCN(C(=O)c2ccc(OCC(=O)Nc3cccc(C(F)(F)F)c3)c(OC)c2)CC1 | 7.3% | -11% | 0% | -1% | 63%
CCN(CC)CCN1C(=O)C(=O)/C(=C(/O)c2c(C)[nH]c(C(=O)OC)c2C)C1c1ccc(OC)cc1 (stereo not drawn) | 1.4% | -23% | -4% | -11% | -12%
CCC(=O)N/N=C/c1ccc(OS(=O)(=O)c2ccccc2)cc1 | 0.2% | 39% | 1% | 0% | 8%

By substructure: those above with two or more sulfur atoms.
SMILES | inhibitors of VEEV | M. tuberculosis | influenza NS1A | Salmonella PhoP GFP | H37Rv inhibition | others
Cc1csc(SCC(=O)Nc2ccc(C)c(F)c2)n1 | 1.5% | ? | -7% | nt | 49%
Cc1ccc(S(=O)(=O)N2CCN(c3nc(CN4CCCC4)nc4sc(C)c(C)c34)CC2)cc1 | 1.2% | -13% | -8% | nt | 48%
CC(c1cccs1)N(Cc1ccco1)C(=S)Nc1ccc(F)c(Cl)c1 (stereo not drawn) | i | 14% | 9% | 5% | -6%
Cc1ccc(C(=O)O)cc1NC(=O)C1CCCN1S(=O)(=O)c1cccc2nsnc12 (stereo not drawn) | i | -7% | 27% | -1% | 3%
CSc1nc(Sc2ccc(Cl)cc2)c2ccccc2n1 | 3.6% | 9% | 1% | -2% | -5%

Other entries:
SMILES | inhibitors of VEEV | M. tuberculosis | influenza NS1A | Salmonella PhoP GFP | H37Rv inhibition | others
O=C(NCCCN1CCCC1)Nc1ccc(F)cc1 | i | -4% | -24% | 2% | -1%
COc1ccc(/C=N/Nc2nc(N3CCCCC3)nc(N3CCCCC3)n2)cc1[N+](=O)[O-] | 6.0% | 22% | 3% | -3% | ?
CCC1Oc2ccc(C)cc2N(CC(=O)N2CCCC2)C1=O (stereo not drawn) | 0.2% | 13% | -3% | 11% | 10%
COC(=O)[C@H](CCSC)NC(=O)Nc1ccc(C)c(C)c1 | 0.2% | 12% | 3% | -3% | -4%
CC(=O)Nc1ccc(Nc2nc(C)c([N+](=O)[O-])c(Nc3ccc(NC(C)=O)cc3)n2)cc1 | 12% | -7% | -6% | 0% | 5%
COc1cc(C2C3=C(COC3=O)Oc3cc4c(cc32)OCO4)cc(OC)c1OC(C)=O (stereo not drawn) | ? | nt | 8% | nt | nt
O=c1c2ccccc2nc(SCc2ccccc2)n1Cc1ccco1 | 5.7% | 10% | 13% | -9% | 1%
O=C(NC1CCCCCCC1)C1c2ccccc2C(=O)N1Cc1cccs1 (stereo not drawn) | i | 9% | -13% | 5% | 10%
C=CCOC(=O)C1=C(C)NC(C)=C(C(=O)OCC=C)C1c1cccs1 | i | 3% | -2% | 8% | 3%
COC(=O)C1=C(c2ccc(C(C)=O)cc2)C[C@@H]2CC[C@H]1N2C | 5.3% | -11% | -6% | nt | -12%
CCOC(=O)/C(=N/Nc1ccc(Cl)cc1)S(=O)(=O)c1ccccc1 | 0.7% | 54% | 10% | 0% | ?
Cc1cc(C)c2c(=O)n(CC(=O)N3CCC(N4CCCCC4)CC3)sc2n1 | 8.6% | nt | 31% | 10% | -3%
CCOc1ccc(C(=O)N2CCN(c3ccccn3)CC2)cc1 | 0.7% | 32% | -4% | -6% | -4%
Cc1cccc(C(C)C)c1NC(=O)COC(=O)CN1C(=O)C2CC=CCC2C1=O (stereo not drawn) | 0.4% | -1% | -7% | 3% | -4%
O=C(/C=C/c1ccccc1)c1c(O)n(CCc2ccccc2)c(=O)[nH]c1=O | >25µM* | ? | -7% | -7% | ?
COC(=O)CN1C(=O)S/C(=C/c2cc(C)n(C)c2C)C1=O | i | 14% | 9% | 2% | 0% | inhibitors of VEEV 10K pilot screen=3.9
O=C(CN1CC(c2ccccc2)CC1=O)OCc1ccccc1F (stereo not drawn) | 0.5% | 20% | 1% | -6% | -5%
O=[N+]([O-])c1cc(/C=N\Nc2ccccn2)ccc1Cl | 1.1% | -15% | -4% | 6% | 11%
COCCCNC(=O)CSc1nc2c(sc3ccccc32)c(=O)n1CCCC(=O)NCC1CCCO1 (stereo not drawn) | 1.2% | 3% | 10% | -6% | 5%
COc1cccc2sc3cc(NCc4ccc5c(c4)OCO5)ccc3c(=O)c12 | 3.6% | nt | -5% | nt | ?
Cc1ccc2[nH]c3c(c2c1)CCN(C)C3 | i | 42% | -16% | -6% | -3%
CC1(C)CC(=O)C(C=NCCN2CCN(C(=O)Cc3ccc(F)cc3)CC2)=C(O)C1 | i | -10% | -4% | -1% | 1%
CCN1C(=O)c2ccc(C(=O)Nc3ccc(O)cc3C)cc2C1=O | i | 2% | 0% | -5% | -5%
O=C(NC1CCN(Cc2ccc(Cl)cc2)CC1)c1cn(-c2ccccc2)nc1-c1cccnc1 | 6.0% | 38% | -1% | nt | 15%
CC1CN(c2ccc(S(=O)(=O)N3CCCC3)cn2)CC(C)O1 (stereo not drawn) | 0.6% | -4% | -2% | -15% | -9%
CC(C)CCN(C(=O)c1ccncc1)c1c(N)n(Cc2ccccc2)c(=O)[nH]c1=O | 2.6% | 28% | -7% | nt | -2%
Cc1ccc(CNCc2cc3c(C(C)(C)C)nn(-c4ccccc4)c3[nH]c2=O)cc1 | i | 61% | 3% | 0% | ?
COCCNC(=O)COc1cccc(Oc2ccccc2)c1 | i | 50% | 6% | -2% | 6%
Cc1ccc(C2(CCNS(=O)(=O)c3ccc(C)cc3)CCOC(C(C)C)C2)cc1 (stereo not drawn) | i | 7% | 0% | -4% | 28%
CCOc1ccc(N=C(NC#N)SCC)cc1 | i | 32% | 3% | -1% | -1%
COc1ccc(-n2cc(CNCCc3cnc[nH]3)c(-c3cccc(F)c3)n2)cc1 | 2.9% | 39% | 7% | 23% | ?
CC(C)Cc1nc2oc3c(NCC4CCCO4)ncnc3c2c2c1CCC2 (stereo not drawn) | 0.7% | 21% | 3% | -15% | 1%
Cc1cc(=O)n2[nH]c(C(=O)O)nc2n1 | 0.7% | 4% | 0% | 2% | 6%
CN(/N=C/c1ccncc1)c1cnn(-c2ccc(F)c(Cl)c2)c(=O)c1Cl | 4.1% | 6% | -1% | 3% | 5%
C/C(=N\NC(=O)c1ccccc1O)c1ccc(NC(=O)Cc2ccccc2)cc1 | 1.2% | 19% | 7% | -11% | 6%
CCOc1ccccc1NC(=O)Nc1ccc2c(c1)CCC2 | 7.5% | -6% | 4% | -9% | -4%
Cc1ccc(C(=O)Nc2ccc(C)c(S(=O)(=O)N3CCOCC3)c2)c(C)c1 | 8.8% | 6% | -1% | -4% | -4%
Cn1c(CC(=O)NNC(=O)c2ccc(F)cc2F)nc2ccccc21 | 1.3% | ? | -3% | nt | 15%
CCC(C)(C)n1nnnc1CN(Cc1cc2cc(OC)ccc2[nH]c1=O)C1CCCC1 | 9.6% | 28% | -4% | -3% | 3%
Cc1ccc(C)c(N2CCN(S(=O)(=O)c3ccc4c(c3)CC(C)N4C(=O)C3CC3)CC2)c1 (stereo not drawn) | i | -1% | -1% | 3% | -6%
CC/C=C(\NC(C)=O)c1ccccc1 | i | -16% | 0% | nt | -6%
CCOc1ccc2[nH]c(=O)c(CN(CCO)C(=O)c3ccccc3F)cc2c1 | 3.0% | 0% | -17% | -6% | 1%
